Screening results: PubChem, several laboratories
AID2073 = inhibitors of Mint1-CaV2.2 protein interaction, biochemical, HTRF (AID 2073); inhibition, % at 20 µM, or IC50 in µM where a hit was titrated; 0.19% of 290,000 active; HTRF protein-protein interaction, Mint1-CaV2.2; higher % means a stronger effect; in the data active means inhibition mostly above about 51%, no sharp cut-off; inconclusive means no clear call, values can overlap the other calls; inactive means mostly below about 53%; further: some results filed as inactive read as strong as hits
Dynein transport = inhibitors of GR-EGFP nuclear translocation, primary screen, dynein cargo transport inhibitor project, imaging, high-content, 3617.4 mouse cells; z-score, hits read low; test concentration mostly 20 µM; stimulated with dexamethasone, 1 µM; stronger effect = lower value; 0.47% of 220,000 active;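 active means plate z-score of nuclear minus cytoplasmic receptor signal below a set negative limit, without overly bright fluorescence or cell loss, cut at about -3.5 in these data, passing the limit was not always enough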;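 further: z-score of nuclear minus cytoplasmic ring GR-EGFP intensity difference per well; some compounds called inactive have numbers as strong as hits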
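Buffer or medium: tet-free, stripped-serum medium; reagent: dexamethasone at 1.0 µM final, 30 min; incubation: 48 h induction, 1 h compound, 30 min dex at 37 °C; measured by: formaldehyde fixation, Hoechst nuclear stain, 10x automated fluorescence imaging; read-out: nuclear-to-cytoplasmic GR-EGFP distribution per well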
Autophagy HCS = autophagy modulators in MEF cells, primary screen, imaging, high-content, MEF GFP-LC3. MEF GFP-LC3 puncta imaging; test concentration mostly 10 µM. calls only at 10 µM (by protocol). 0.98% of 190,000 active. AID 463193, 2010;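 active means percentage of spot-positive cells more than 3 SD above its plate mean, without a fluorescence outlier flag or 80% toxicity; inconclusive means no clear call, values can overlap the other calls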;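 further: spot-positive cell cutoff set from DMSO-treated cells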
b-catenin transl = modulators of beta-catenin nuclear translocation, primary screen, imaging, HeLa cells, immunofluorescence, high-content; AID 1665, 2009; nuclear translocation activity, % at 5 µM; 0.3% of 190,000 active;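 active means nuclear translocation activity above 50% at 5 µM, with a well cell count of 50 or more; inconclusive means wells under 50 cells across six images, flagged as toxic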;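 further: per-cell ratio of nuclear to cytoplasmic median beta-catenin stain intensity; plate controls were DMSO negative control for no effect and GSK-3 inhibitor IX positive control for full effect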
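Test system: human HeLa cells, native beta-catenin. Compound dosing: 5 µM primary single dose, 0.1% DMSO, 0.02–20 µM confirmation series. Incubation: compound exposure 24 h at 37°C. Detection: beta-catenin immunostaining with DAPI counterstain, 20x imaging, 6 fields/well. Read-out basis: Nuclear/cytoplasmic beta-catenin signal ratio, % activation.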
WT yeast gro inh = growth inhibition of WT strain, primary screen, mitochondrial fusion inhibitor project, WT and mutant strains, chemical genetic; mitochondrial fusion phenotypic screen; inhibition, % at 10 µM; 2.1% of 190,000 active; AID 1362, 2008; in the data active means inhibition above about 58%; tested in S. cerevisiae
Yfh1-depleted yeast = enhancers of respiration in Yfh1-depleted yeast, dose response, Friedreich's ataxia, plus single-dose screen (AID 1465); S. cerevisiae Yfh1-off respiration, WST-1 reduction, 72 h; higher fold induction means a stronger effect; fold induction at 50 µM, or EC50 in µM where a hit was titrated; 0.074% of 220,000 active;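 active means fold induction of absorbance versus untreated yeast above a set limit, then at least 30% activation at any dose in follow-up; inconclusive means repeats straddling the limit, or above it without dose testing; inactive means fold induction below the set limit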;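 further: activators that raise dye reduction in frataxin-depleted yeast; strong numbers were not always called active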
HIV peptide binding = inhibitors of HIV fusion peptide binding, primary screen, biochemical, uHTS, fluorescence dequenching (AID 1986); cell-free peptide binding, fluorescence dequenching, 30 min; higher % means a stronger effect; inhibition, % at 20 µM, or IC50 in µM where a hit was titrated; 0.3% of 290,000 active; in the data active means inhibition mostly above about 52%, no sharp cut-off; inactive means mostly below about 76%; further: some results filed as inactive read as strong as hits
MT stabilize HCS = microtubule stabilizers in HeLa cells, primary screen, imaging, high-content imaging. HeLa tubulin immunostaining HCS, 24 h; share of cells brighter than vehicle mean+2SD. % tubulin-high responders, % at 10 µM. 0.83% of 200,000 active. AID 2205, 2009;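 active means plate Z-score above 3 for both tubulin-high and condensed-nucleus cell shares, with cell loss under 80%, at 10 µM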;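 further: anti alpha tubulin signal scored within the nucleus-defined area of each cell; some results filed as inactive read as strong as hits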
Insulin prom up = insulin promoter activators in MIN6 cells, imaging, high-content screening, mouse beta cells; MIN6 insulin promoter-GFP reporter; stronger effect = higher value; z-score at 5 µM; 0.3% of 190,000 active; AID 1625, 2009;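 active means z-score above 3 at 5 µM with at least 500 cells counted in the well; inconclusive means wells under 500 cells, flagged as cytotoxic or low count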
WT yeast gro inh mutant strain = further read-out of WT yeast gro inh, marked with its call; inhibition, %; mitochondrial fusion phenotypic screen, mutant strain inhibition
Dynein transport cytoplasmic EGFP = also measured in Dynein transport; calls as there; z-score; measured here: cytoplasmic GR-EGFP intensity; stronger effect = higher value
Dynein transport nuclear GR-EGFP = also measured in Dynein transport; calls as there; z-score; measured here: nuclear GR-EGFP intensity;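 lower value marks the stronger effect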
Dynein transport cell count = also measured in Dynein transport; calls as there; z-score; measured here: cell count per field
Insulin prom up cell count = second read-out of Insulin prom up, no call of its own (marks repeat the call); cell count; measured here: cytotoxicity, nuclei count;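 total cells summed across four imaged fields per well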
b-catenin transl cell count 5 µM = second read-out of b-catenin transl, no call of its own (marks repeat the call); cell count; measured here: cell count, cytotoxicity flag
MT stabilize HCS Hoechst-high % = second read-out of MT stabilize HCS, no call of its own (marks repeat the call); % Hoechst-high responders; measured here: nuclear condensation Hoechst responders;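 share of cells brighter than vehicle mean plus two SD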
MT stabilize HCS cytotoxicity % = second read-out of MT stabilize HCS, no call of its own (marks repeat the call); toxicity, %; measured here: cytotoxicity by cell density;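 0% = mean cell density of plate MIN control wells and 100% = no cells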
Autophagy HCS cell loss 18 h = recorded beside Autophagy HCS, whose call it bears; toxicity, %; measured here: cell loss, nuclei count;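 cell loss after 18 h compound exposure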
* hit, by the source's call; i = inactive; ? = inconclusive; nt = no result given.

entry	SMILES	WT yeast gro inh	b-catenin transl cell count 5 µM	Autophagy HCS	Dynein transport cytoplasmic EGFP	Dynein transport	AID2073	Insulin prom up	Dynein transport cell count	Insulin prom up cell count	Dynein transport nuclear GR-EGFP	MT stabilize HCS Hoechst-high %	Yfh1-depleted yeast	HIV peptide binding	WT yeast gro inh mutant strain	b-catenin transl	Autophagy HCS cell loss 18 h	MT stabilize HCS	MT stabilize HCS cytotoxicity %
1	COc1ccccc1OCC(=O)Nc1ccc(S(=O)(=O)NC(C)=O)cc1	2	1127	i	0.065	2.6	4%	-0.51	-0.65	1356	1.9	3.0	i	-1.3%	-7	1.7	-1	3.7	7.0
2	CN(C)CCCN(C(=O)c1ccc(S(=O)(=O)N(C)C)cc1)c1nc2ccc(F)cc2s1	1	1130	i	-0.24	0.32	-12%	-0.06	0.048	1349	0.099	1.4	i	1.2%	-8	0.3	21	4.0	7.1
3	CCCCNC(=O)CSc1nc(O)c(Cc2ccc(OC)cc2)c(=O)[nH]1	nt	1300	nt	-0.24	-0.16	-5%	0.2	0.69	1139	0.38	nt	i	0.5%	nt	1.5	nt	nt	nt
4	CC(=O)CCn1cc([N+](=O)[O-])nc1C	nt	1341	nt	-0.2	0.8	8%	-0.08	-0.68	970	0.48	nt	i	-2.1%	nt	0.5	nt	nt	nt
5	COc1ccc(CN2CCC(CO)(CCOc3ccccc3)CC2)c(OC)c1C	15	1089	i	0.2	1.3	-13%	-0.22	-2.1	1414	1.2	0.7	i	-0.1%	22	-1.2	1	2.2	1.6
6	C#CCOC(=O)Nc1cnccc1C(F)(F)F	nt	1167	nt	-0.29	-0.53	0%	-0.03	0.8	1335	-0.31	nt	i	1.4%	nt	-1.4	nt	nt	nt
7	CC(C)(C)NC(=O)COC(=O)c1ccccc1OCC(=O)Nc1ccc(Br)cc1	-7	1019	i	-0.06	0.23	21%	1.9	-0.88	1416	0.3	2.1	i	0.0%	4	-2.2	2	3.4	8.6
8	CC1CCC/C(=N\NC(=O)Nc2ccccc2)C1 (stereo not drawn)	-9	1028	i	-0.27	-0.33	11%	0.46	0.95	1479	0.021	2.5	i	-0.4%	-9	0.5	-1	4.4	4.4
9	CCS(=O)(=O)N1CCCC(C(=O)NC2CCCCC2C)C1 (stereo not drawn)	9	1278	i	-0.38	0.28	-2%	-1.1	0.63	1597	-0.32	1.6	i	-1.3%	-21	0.5	-44	4.7	2.0
10	O=C(Nn1c(C2CCC2)nc2ccccc2c1=O)c1cccs1	7	1076	i	-0.22	0.83	12%	-0.02	-0.21	1245	0.71	2.0	i	4.3%	1	-0.1	6	2.3	4.2
11	O=C(O)Cc1c(C(=O)O)nnn1-c1ccc(Cl)cc1Cl	3	1106	i	-0.34	0.49	0%	0.3	-0.36	1180	0.32	1.9	i	-0.5%	-6	-3.3	2	3.6	12
12	CCN(c1cccc(C)c1)c1ncnc2nc[nH]c12	7	1081	i	-0.21	0.25	-3%	0.7	0.55	1765	0.34	3.9	i	-2.2%	10	0.0	-5	1.8	5.9
13	c1coc(CSCc2cn3cccnc3n2)c1	10	1001	i	-0.18	-0.24	31%	nt	-0.11	nt	0.18	2.2	i	-1.3%	9	-4.6	-2	3.1	3.7
14	Cc1cc(C)nc(N2CCN(c3ncnc4c3oc3ccccc34)CC2)n1	nt	1140	nt	nt	nt	2%	0.72	nt	1319	nt	nt	nt	-1.6%	nt	-0.7	nt	nt	nt
15	CCc1ccc(CNn2cnnc2SCC(=O)NC(C)(C)C)cc1	-5	1259	i	-0.22	0.04	4%	nt	0.078	nt	0.0095	1.7	i	2.7%	-7	0.6	1	3.5	3.1

Additional entries follow.
entry	SMILES	WT yeast gro inh	b-catenin transl cell count 5 µM	Autophagy HCS	Dynein transport cytoplasmic EGFP	Dynein transport	AID2073	Insulin prom up	Dynein transport cell count	Insulin prom up cell count	Dynein transport nuclear GR-EGFP	MT stabilize HCS Hoechst-high %	Yfh1-depleted yeast	HIV peptide binding	WT yeast gro inh mutant strain	b-catenin transl	Autophagy HCS cell loss 18 h	MT stabilize HCS	MT stabilize HCS cytotoxicity %
16	CCOc1ccccc1NC(=O)N1CCCC1C(=O)Nc1nnc(CC)s1 (stereo not drawn)	19	nt	i	-0.21	0.15	-1%	-0.08	-0.29	1300	0.15	2.1	i	1.6%	19	nt	0	4.8	4.5
17	O=C(CSc1nn(-c2ccc(F)cc2)c(=S)s1)NC(=O)NCc1ccco1	-10	1007	i	-0.21	-0.12	34%	-0.1	-0.2	1506	0.016	2.8	i	0.6%	-2	-8.3	-3	0.8	8.8
18	O=C(Nc1ccc(F)cc1)c1nc[nH]c1C(=O)Nc1ccc([N+](=O)[O-])cc1	11	528	i	-0.074	1.7	17%	0.26	-3.1	1428	2	1.9	i	-0.8%	-4	-5.0	-14	3.1	0.4
19	N/C(=N\OC(=O)Nc1ccc(Cl)cc1)c1ncc(C(F)(F)F)cc1Cl	30	nt	i	-0.083	-0.68	-6%	nt	1.1	nt	-0.29	0.7	i	1.7%	5	nt	1	1.2	15
20	O=Nc1c2ccc[nH]c-2c2ccc([N+](=O)[O-])cc12	-1	1065	i	-0.23	1	20%	-1.6	-0.55	1464	0.52	1.8	i	-1.3%	12	-3.1	2	1.8	0.7
21	O=C(Oc1ccc(N(Cc2cccs2)C2=NS(=O)(=O)c3ccccc32)cc1)c1ccccc1	14	nt	i	-0.28	1.3	20%	nt	0.77	nt	0.69	2.1	i	1.3%	12	nt	16	2.7	9.5
22	O=C(COC(=O)C1CCCN1C(=O)C12CC3CC(CC(C3)C1)C2)c1ccc(Br)cc1 (stereo not drawn)	9	1029	i	-0.3	-0.12	-6%	-0.25	0.17	1507	-0.37	2.5	i	-2.4%	12	-2.0	-17	4.0	9.6
23	Fc1ccc(OCCCCCCN2CCCC2)cc1	-12	1418	i	-0.2	-0.74	-3%	-0.27	0.027	1231	0.3	1.5	i	0.7%	0	-0.7	-16	2.5	6.9
24	O=C(c1ccco1)N1CCN(Cc2nc3cc(Cl)ccc3c(=O)[nH]2)CC1	-11	1091	i	-0.094	0.22	8%	-0.05	0.25	1233	0.27	0.9	i	-0.3%	-13	-1.0	-2	0.8	5.3
25	O=C(Nc1ccc(Oc2cccnc2)nc1)c1ccc(C(F)(F)F)cc1	nt	1074	nt	-0.2	2.7	?	-0.6	-1.2	1192	1.3	nt	i	-0.5%	nt	-2.8	nt	nt	nt
26	COc1ccc(NC(=O)Nc2ccc(F)cc2F)cc1	12	1089	i	-0.28	0.43	38%	-0.86	0.19	1520	0.37	1.9	i	0.0%	10	-2.1	27	1.4	7.6
27	Cn1c(=O)c2cn3ncccc3c2n(C)c1=O	-7	nt	i	-0.16	-0.28	-6%	0.14	0.16	1251	0.15	1.2	i	-2.3%	4	nt	-1	1.6	8.3
28	COC(=O)c1sc(NC(=O)c2ccc(OC)cc2OC)nc1C	nt	nt	i	-0.028	0.1	nt	nt	-0.17	nt	0.12	1.6	i	nt	nt	nt	-8	2.7	0.8
29	Cc1cc(C)n2nc(N)c(N=Nc3cccc(Cl)c3)c2n1	20	519	i	-0.0084	-0.72	3%	-0.65	0.086	1134	-0.29	4.6	i	1.1%	1	-0.4	-5	1.9	4.2
30	Cc1cc(C)nc(NC(=NCCc2c[nH]c3ccccc23)NC(=O)Nc2ccccc2)n1	27	1194	i	-0.24	-0.28	2%	-2.1	0.085	1155	-0.38	3.8	i	0.3%	-12	-1.7	-7	4.6	2.1
31	Cc1nc2c(n1O)CCC/C2=N\O	-10	869	i	-0.2	-0.64	1%	0.51	-0.21	1217	-0.053	3.9	i	-0.9%	-2	-0.6	3	6.5	10.0

2 entries from above, reformatted:
Second line of a record – WT yeast gro inh | b-catenin transl cell count 5 µM | Autophagy HCS | Dynein transport cytoplasmic EGFP | Dynein transport | AID2073 | Insulin prom up | Dynein transport cell count | Insulin prom up cell count | Dynein transport nuclear GR-EGFP | MT stabilize HCS Hoechst-high % | Yfh1-depleted yeast | HIV peptide binding | WT yeast gro inh mutant strain | b-catenin transl | Autophagy HCS cell loss 18 h | MT stabilize HCS | MT stabilize HCS cytotoxicity %
18	O=C(Nc1ccc(F)cc1)c1nc[nH]c1C(=O)Nc1ccc([N+](=O)[O-])cc1
→ 11 | 528 | i | -0.074 | 1.7 | 17% | 0.26 | -3.1 | 1428 | 2 | 1.9 | i | -0.8% | -4 | -5.0 | -14 | 3.1 | 0.4
17	O=C(CSc1nn(-c2ccc(F)cc2)c(=S)s1)NC(=O)NCc1ccco1
→ -10 | 1007 | i | -0.21 | -0.12 | 34% | -0.1 | -0.2 | 1506 | 0.016 | 2.8 | i | 0.6% | -2 | -8.3 | -3 | 0.8 | 8.8
